Source: PubChem
PKA-R2B act: activators of human PKA-R2B complex | P22694+P31323 | PKA-R2B holoenzyme dissociation, Cy5-IP20 fluorescence polarization; R2B truncated from residue 108, S112A mutant; 0% DMSO only, 100% 113 µM cGMP | 0.079% of 340,000 active | activation, % at 11.4 µM;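 active means activation above a cutoff set at the mean over all compounds plus 3 SD, cut at about 18% in these data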;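 further: higher means more holoenzyme dissociation and a rise in polarization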
Target sequence (P31323 whole entry, looked up, other chains not shown, the tested form may be a part): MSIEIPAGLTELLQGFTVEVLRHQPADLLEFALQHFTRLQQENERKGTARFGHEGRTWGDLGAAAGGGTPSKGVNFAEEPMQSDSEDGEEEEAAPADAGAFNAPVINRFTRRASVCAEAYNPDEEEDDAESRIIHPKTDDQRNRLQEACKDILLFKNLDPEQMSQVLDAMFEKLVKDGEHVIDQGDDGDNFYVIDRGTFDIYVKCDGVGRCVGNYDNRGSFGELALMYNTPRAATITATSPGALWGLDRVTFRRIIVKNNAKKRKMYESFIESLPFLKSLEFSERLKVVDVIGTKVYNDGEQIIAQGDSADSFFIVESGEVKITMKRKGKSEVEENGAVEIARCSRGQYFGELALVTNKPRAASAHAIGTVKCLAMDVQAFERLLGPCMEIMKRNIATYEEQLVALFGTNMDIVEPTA
Tat transport: inhibitors of E. coli Tat protein transport. E. coli MC4100 TorA-mCherry Tat export, fluorescence. inhibition, % at 10 µM. 0.036% of 340,000 active;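 active means mean replicate inhibition at least 50% and at least half of replicates individually reaching 50%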;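 further: exported cargo escapes ClpAP degradation while cytoplasmic cargo is degraded and loses fluorescence; 0% = median of neutral control wells and 100% = median of NaSCN control wells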
OPRM1-OPRD1 inv: inverse agonists of human mu-delta opioid receptor heterodimerization | P35372+P41143 | cell-based MOR-DOR heterodimer luminescence, inverse agonism | inhibition, % at 9.3 µM | 0.21% of 340,000 active | AID 504357; in the data active means inhibition above about 22%, passing the limit was not always enough;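 further: 0% = cells with DMSO and 100% = wells without cells with DMSO; values of inactives mirror those of a sister screen read the other way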
MOR-DOR ag: agonists of human mu-delta opioid receptor heterodimerization; P35372+P41143; cells, OPRM1-OPRD1 heterodimerization, luminescence; activation, % at 9.3 µM; 0.3% of 340,000 active; AID 504326; in the data active means activation above about 18%;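 further: 0% = vehicle-treated cells and 100% = reference agonist; values of inactives mirror those of a sister screen read the other way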
phage Ecoli inh: E. coli growth loss with phage present; inhibition, % at 11.9 µM; 0.26% of 360,000 active; AID 651602; growth absorbance; in the data active means inhibition above about 11%
HTR5A inv ag: inverse agonist of human HTR5A in OPRM1-OPRD1 counter-screen; P47898; HTR5A cell line, luminescence, inverse agonism; inhibition, % at 9.3 µM; 0.083% of 340,000 active; AID 504634; in the data active means inhibition mostly above about 23%, no sharp cut-off; inactive means mostly below about 18%;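 further: 0% = cells with DMSO and 100% = no-cell wells with DMSO; some compounds called inactive have numbers as strong as hits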
Target sequence (P47898 whole entry, looked up): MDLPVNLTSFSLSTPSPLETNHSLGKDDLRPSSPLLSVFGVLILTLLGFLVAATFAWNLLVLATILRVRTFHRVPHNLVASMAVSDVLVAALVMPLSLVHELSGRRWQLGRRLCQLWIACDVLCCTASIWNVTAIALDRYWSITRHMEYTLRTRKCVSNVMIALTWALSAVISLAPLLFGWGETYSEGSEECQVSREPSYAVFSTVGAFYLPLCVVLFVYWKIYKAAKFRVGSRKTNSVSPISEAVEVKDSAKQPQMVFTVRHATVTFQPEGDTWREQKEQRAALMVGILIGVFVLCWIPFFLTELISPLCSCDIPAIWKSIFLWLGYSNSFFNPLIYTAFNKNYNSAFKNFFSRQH
PKA-R1A activ: activators of PKA-R1A complex | P00514+P68181 | PKA-R1A dissociation, Cy5-IP20 fluorescence polarization; scaled: DMSO 0%, 113 µM cGMP 100% | activation, % at 11.4 µM | 0.083% of 340,000 active | AID 504707;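 active means percent activation above the mean of all tested compounds plus 3 SD, cut at about 19% in these data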;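 further: higher means more PKAc released from R1A so a rise in polarization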
Ecoli viability: bacterial growth inhibition, counter-screen for AddAB inhibitors; E. coli V3065 growth, OD600 absorbance, 18 h; inhibition, % at 11.9 µM; 0.27% of 330,000 active;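 active means inhibition above the campaign's mean inhibition across all tested compounds plus 3 SD, cut at about 9.9% in these data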;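 further: uninfected addAB+ strain grown without phage in ampicillin broth; 0% = DMSO wells and 100% = ciprofloxacin 0.95 µg/ml wells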
SUMO Mot1 rescue: SUMOylation pathway inhibition by Mot1-301 growth rescue; S. cerevisiae Mot1-301 growth rescue, ATP luminescence, 38.5C; percent above DMSO median, 100 means doubled; growth rescue, % at 18.8 µM; 1% of 320,000 active; AID 2716;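 active means every valid replicate shows activation above 250% relative to neutral control wells; inactive means the rest, any valid replicate at or below 250%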;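 further: OY570 slx delta 5 strain wells were the positive control but not used for scaling; some compounds called inactive have numbers as strong as hits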
AddAB inh: less growth of phage-infected E. coli with AddAB | 0.29% of 330,000 active | AID 435030 | E. coli expressing H. pylori AddAB, absorbance growth | inhibition, % at 11.9 µM; in the data active means inhibition above about 12%;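 further: 0% = vehicle wells of infected cells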
PfHsp90 yeast 2: inhibits growth of yeast expressing Plasmodium falciparum Hsp90 | 0.32% of 310,000 active | inhibition, % at 9.4 µM | S. cerevisiae expressing PfHsp90, BacTiter-Glo ATP, 48 h; yeast lacking PDR1 and PDR3 efflux regulators;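 active means every replicate shows inhibition above about 80%, whatever the replicate mean, limit read from the data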;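 further: 0% = DMSO neutral controls and 100% = 20 µM radicicol positive controls; yeast relying on Plasmodium falciparum Hsp90 in place of its own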
Starred values were filed as active, the others as inactive; / = not tested or not shown.

compound,PKA-R2B act,Tat transport,OPRM1-OPRD1 inv,MOR-DOR ag,phage Ecoli inh,HTR5A inv ag,PKA-R1A activ,Ecoli viability,SUMO Mot1 rescue,AddAB inh,PfHsp90 yeast 2
Cc1cc(C)c2[nH]c(C(=O)Nc3ccc(F)cc3Br)cc2c1,-5,1,-6,1.2,-1.3,-24,4,-1.6,2,-2.1,-38
Cc1ccc(NC(=O)c2cc(-c3ccc(C)o3)nc3ccccc23)nc1,-6,0,4,-0.6,2.5,7,-1,-0.9,4,-0.4,2
COc1ccc(-c2coc3c(CN4CCOCC4)c(O)ccc3c2=O)cc1,-2,0,8,-1.6,0.5,-30,2,1.1,2,0.0,-1
O=C(CCCc1nc(-c2ccccc2)no1)NCc1cccnc1,-1,15,3,-0.7,0.9,-3,9,-0.8,7,0.5,/
O=[N+]([O-])c1ccc(NNC(=S)Nc2ccccc2)cc1,-7,3,-15,2.6,/,-23,9,-1.4,163,0.5,21
O=C(O)CCc1ccc(-c2ccc(Cl)cc2)n1CCC(=O)O,3,2,14,-2.5,1.2,1,-4,2.9,-4,2.1,4
Cc1cc(Cl)cc(C)c1OCC(=O)O,-2,-7,2,-0.3,1.8,-11,1,-1.6,271,-1.1,39
C[C@H](CO)N1C[C@H](C)[C@@H](CN(C)C(=O)NC2CCCCC2)Oc2c(NS(=O)(=O)c3cn(C)cn3)cccc2C1=O,-10,2,18,-3.1,0.9,5,-2,-3.2,13,-1.8,3
C(=NOCCc1ccccc1)c1cccnc1,-8,-9,4,-0.7,-0.1,2,-3,/,/,/,2
COC(=O)Cc1c(O)ccn(Cc2ccccc2OC)c1=O,-4,1,14,-3.4,2.1,2,-3,-1.5,1,3.2,-1
O=C(Nn1c(-c2ccc(Br)cc2)nc2ccccc2c1=O)c1cccnc1,-1,6,16,-3.3,2.4,4,-1,1.3,3,5.0,-17
Cc1ccc(CNC(=O)/C=C/c2ccc(S(=O)(=O)NCc3ccco3)cc2)cc1,-5,1,11,-2.1,4.8,18,4,2.0,-14,5.4,-42
COc1cc(NC(=O)c2cc([N+](=O)[O-])ccc2N2CCOCC2)ccc1NC(=O)c1ccco1,5,5,17,-3.1,0.2,13,3,-0.8,-10,-0.3,-33
Cc1ccc(S(=O)(=O)NC(C(=O)N2CCOCCOCCOCCOCC2)c2ccccc2)cc1 (stereo unspecified),14,20,9,-1.6,4.1,12,-10,0.7,1,3.7,3
COc1ccc2[nH]cc(CCNC(=O)Cc3ccc(Br)cc3)c2c1,1,8,14,-2.5,0.8,8,-15,0.1,-4,-1.8,-18
Cn1c(=O)c2cc(S(=O)(=O)NCCC(=O)N3CC=C(c4ccccc4)CC3)ccc2n(C)c1=O,-2,1,16,-3.0,-0.1,-3,-1,1.1,11,0.2,7
CCN(CC)Cc1oc(CO)cc(=O)c1O,-3,11,1,-0.2,6.4,-4,-2,1.7,5,2.7,0
Clc1ccc(CN2C3=NCCN3c3ccccc32)cc1Cl,-13,-1,6,-1.3,6.5,-13,-3,1.8,-20,6.2,/
CCCCCn1c(N2CCN(Cc3ccccc3)CC2)nc2c1c(=O)[nH]c(=O)n2C,-7,-3,-34,6.7,-0.5,5,2,-1.7,36,-0.2,-33
Nc1nc2ccccc2n1CCOc1ccc(Cl)cc1,-2,-16,10,-2.1,4.0,-3,4,6.6,-23,7.4,1
CC1=C(C(=O)OC(C)C)C(c2ccco2)NC(=O)N1 (stereo unspecified),-1,-2,10,-1.7,0.7,-27,3,0.6,85,-2.4,2
O=C1CCc2cc(S(=O)(=O)NCCC(=O)NC3CCN(Cc4ccccc4)CC3)ccc2N1,2,-6,3,-0.5,0.1,-3,-4,-3.0,2,1.3,/
COc1ccc(C(=O)/C=C/C(=O)N(Cc2ccccc2)C(C(=O)NC2CCCCC2)c2ccncc2)c(O)c1 (stereo unspecified),-1,6,16,-3.0,3.4,-22,6,1.6,30,-1.0,-39
COc1ccc([N+](=O)[O-])cc1NC(=O)Nc1ccc(OC)c(OC)c1,-10,-1,3,-0.5,4.4,-33,-16,2.7,-7,-0.2,-16
Nc1nc(-c2sc3nc4c(cc3c2N)CCCC4)nc(N2CCOCC2)n1,1,0,-9,1.4,/,0,-6,0.5,1,0.5,11
Cc1nc2ccccn2c1-c1ccnn1S(=O)(=O)c1ccc(F)cc1,0,-12,4,-0.8,0.8,2,2,0.7,-11,-0.7,4
CCOc1ccc(S(=O)(=O)N(CC)CC(=O)N2CCOCC2)cc1C,-12,-9,7,-1.4,-1.0,-6,-5,1.3,-21,0.8,13
Cc1ccc(S(=O)(=O)n2nc(-c3ccco3)nc2N)cc1,-5,-4,8,-1.6,2.0,8,7,0.5,-5,0.6,/
CC(=O)N1SC(N)=NC1c1ccccc1 (stereo unspecified),7,0,14,-2.5,3.6,-40,3,1.1,19,0.5,/
O=C(CSc1nnc(-c2ccccn2)n1Cc1ccco1)c1ccccc1,-3,-3,3,-0.5,0.8,2,5,0.8,53,4.5,-14
CCCN(C(=O)c1cc(Cl)nc2ccccc12)C1CCS(=O)(=O)C1 (stereo unspecified),7,4,18,-3.4,7.3,7,-6,-0.2,-7,1.0,-12
CCOc1ccccc1N(CC(=O)NCCc1ccccc1)C(=O)CCC(=O)Nc1ccccn1,-8,7,7,-1.1,-0.6,-8,-6,1.8,44,0.4,1
COc1ccc(CCNc2nc(N3CCCCC3)nc(N3CCCCC3)n2)cc1OC,-16,25,-3,0.6,1.7,9,1,-1.8,119,-0.6,11
Cc1ccc(C(=O)c2ccccc2C(=O)OCC(=O)N2C(C)CCCC2C)cc1 (stereo unspecified),2,6,-4,1.0,1.6,-13,5,3.5,-27,4.3,-12
CN(Cc1ccccc1F)C(=O)c1ccccc1Sc1ccccc1C#N,-2,5,15,-2.6,4.0,11,-5,-0.4,-1,1.6,-25
Cc1cc(OCC(=O)Nc2ccc(S(=O)(=O)N3CCN(C)CC3)cc2)ccc1Br,-2,3,12,-2.2,2.6,5,-5,-1.0,-12,0.4,-1
CCN(CC)C(=S)NC(=O)Cc1ccccc1,-4,-4,19,-3.8,5.2,2,5,-0.8,10,0.3,-10
COc1cc(/C=C2/SC(=S)N(CCC(=O)Nc3ccccc3)C2=O)cc(OC)c1OC,-12,0,16,-3.0,1.8,15,-11,-0.8,15,2.6,-48
COc1ccc2[nH]c(=O)c(CN(Cc3cccnc3)C(=S)NCC3CCCO3)cc2c1 (stereo unspecified),-2,-8,3,-0.6,3.1,1,-1,3.0,-30,2.8,5
C/C(=N\NC(=O)c1ccoc1C)c1cccnc1,1,-8,6,-1.1,0.2,12,4,1.4,-8,2.9,21
COc1cc(OC)cc(OCC(O)Cn2cnc(-c3ccccc3)c2)c1 (stereo unspecified),-10,0,17,-3.6,1.7,9,-4,0.7,-9,2.0,1
CCCc1nnc2n1N=C(c1ccc(OC)c(OC)c1)CS2,-6,0,-11,1.8,0.1,-17,5,0.9,1,0.6,-9
O=C(CN1C(=O)/C(=C/c2ccccc2F)Sc2ccccc21)NCCCN1CCOCC1,0,3,13,-2.6,2.2,14,1,-1.9,178,1.0,5
O=C(CSc1nnnn1C1CC1)Nc1cc(S(=O)(=O)N2CCCC2)ccc1Cl,0,3,-4,0.7,2.1,4,4,0.2,2,0.2,/
COc1ccc(C2CC(=O)Oc3ccc(OC)cc32)cc1 (stereo unspecified),0,9,10,-2.0,3.6,1,-1,3.2,/,1.9,-17
CC(C)OP(=O)(OC(C)C)C(Nc1ccccn1)c1ccc(F)cc1 (stereo unspecified),1,-2,3,-0.6,3.1,10,-1,1.2,253,-0.5,-23
Cc1ccc(Cl)c(NC(=O)CN(C)CC(=O)Nc2ccc(F)c(F)c2F)c1Cl,0,5,-1,0.1,1.2,-1,-14,1.7,12,-0.3,/
CCN(CC(=O)N1CCOCC1)S(=O)(=O)c1ccc(Cl)cc1,1,-1,13,-2.4,1.0,-5,-2,0.7,1,0.3,-5
CCOC(=O)C1(CCCc2ccccc2)CCN(C(=O)C(C)n2cncn2)CC1 (stereo unspecified),-12,2,0,0.0,2.9,5,-3,0.4,-10,-2.2,28
CC(=O)c1ccc(NC(=O)C2CC(=O)N(C(C)C)C2)cc1 (stereo unspecified),3,-5,-3,0.6,1.3,-4,0,-0.5,28,-0.5,/
COc1ccc(C(=O)OCCOc2ccccc2C(C)=O)c(O)c1,-16,8,6,-1.3,1.6,-9,-13,-0.1,-5,2.7,14

Shown with values under each structure: nine of the compounds above
Below each SMILES: PKA-R2B act	Tat transport	OPRM1-OPRD1 inv	MOR-DOR ag	phage Ecoli inh	HTR5A inv ag	PKA-R1A activ	Ecoli viability	SUMO Mot1 rescue	AddAB inh	PfHsp90 yeast 2
> O=C(CN1C(=O)/C(=C/c2ccccc2F)Sc2ccccc21)NCCCN1CCOCC1
  0	3	13	-2.6	2.2	14	1	-1.9	178	1.0	5
> O=C(CSc1nnnn1C1CC1)Nc1cc(S(=O)(=O)N2CCCC2)ccc1Cl
  0	3	-4	0.7	2.1	4	4	0.2	2	0.2	/
> COc1ccc(C2CC(=O)Oc3ccc(OC)cc32)cc1 (stereo unspecified)
  0	9	10	-2.0	3.6	1	-1	3.2	/	1.9	-17
> CC(C)OP(=O)(OC(C)C)C(Nc1ccccn1)c1ccc(F)cc1 (stereo unspecified)
  1	-2	3	-0.6	3.1	10	-1	1.2	253	-0.5	-23
> Cc1ccc(Cl)c(NC(=O)CN(C)CC(=O)Nc2ccc(F)c(F)c2F)c1Cl
  0	5	-1	0.1	1.2	-1	-14	1.7	12	-0.3	/
> CCN(CC(=O)N1CCOCC1)S(=O)(=O)c1ccc(Cl)cc1
  1	-1	13	-2.4	1.0	-5	-2	0.7	1	0.3	-5
> CCOC(=O)C1(CCCc2ccccc2)CCN(C(=O)C(C)n2cncn2)CC1 (stereo unspecified)
  -12	2	0	0.0	2.9	5	-3	0.4	-10	-2.2	28
> CC(=O)c1ccc(NC(=O)C2CC(=O)N(C(C)C)C2)cc1 (stereo unspecified)
  3	-5	-3	0.6	1.3	-4	0	-0.5	28	-0.5	/
> COc1ccc(C(=O)OCCOc2ccccc2C(C)=O)c(O)c1
  -16	8	6	-1.3	1.6	-9	-13	-0.1	-5	2.7	14
